# yeast bub3: NCI yeast anticancer drug screen, S. cerevisiae bub3 mutant strain. % growth inhibition at 50 µM. hit rate 9.9% among 78,000. AID 167;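 note: 0% = growth of vehicle-only cultures of the same strain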
#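 Part of a panel of yeast mutants defective in DNA damage repair or cell cycle regulation. Each strain is grown with compound, and inhibition is calculated relative to solvent-treated cultures.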
# cln2 rad14: NCI yeast anticancer drug screen, S. cerevisiae cln2 rad14 strain; % growth inhibition at 50 µM; hit rate 8.3% among 78,000;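 note: 0% = growth of vehicle-only cultures of the same strain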
#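 Compounds are applied to the cln2 rad14 yeast strain, and growth is then compared with that of vehicle-treated cultures to give inhibition.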
# mec2-1: NCI yeast anticancer drug screen, S. cerevisiae mec2-1 strain. % growth inhibition at 50 µM. hit rate 9% among 79,000. AID 157;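 note: 0% = growth of vehicle-only cultures of the same strain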
#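 Strain: mec2-1 (DNA repair/cell cycle alteration). Compound exposure, then growth measured; inhibition expressed relative to vehicle.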
# yeast mlh1 rad18: NCI yeast anticancer drug screen, S. cerevisiae mlh1 rad18 strain. growth inhibition, % at 50 µM. hit rate 11% among 79,000;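 note: 0% = growth of vehicle-only cultures of the same strain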
#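 Cells of a genetically altered yeast strain, deficient in DNA damage repair, were treated with compound. Their growth was then compared with that of vehicle-treated cultures to give inhibition.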
# rad50: NCI yeast anticancer drug screen, S. cerevisiae rad50 strain. hit rate 10% among 79,000. % growth inhibition at 50 µM;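 note: 0% = growth of vehicle-only cultures of the same strain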
#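 Genetically altered yeast (DNA repair pathway); compound treatment; growth inhibition vs vehicle ctrl.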
# sgs1 mgt1: NCI yeast anticancer drug screen, S. cerevisiae sgs1 mgt1 strain. hit rate 10% among 78,000. growth inhibition, % at 50 µM. AID 161;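 note: 0% = growth of vehicle-only cultures of the same strain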
#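 Read-out: growth inhibition vs vehicle controls. Cells: mutant yeast strain deficient in DNA damage repair.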
# Numbers without * were called inactive; . = no result given. Cut-off read from the data, not from the text of the source: active = growth inhibition above about 70%; inactive = the rest. Compounds as they come. About 14% of those tested had a hit in this group.
SMILES,yeast bub3,cln2 rad14,mec2-1,yeast mlh1 rad18,rad50,sgs1 mgt1
[N-]=[N+]=Nc1c(C=O)c(=O)n2c3c(cccc13)CCC2,28,31,32,61,17,29
CC/C(=N\NS(=O)(=O)c1ccc(C)cc1)c1ccc(C)cc1,-9,-27,0,4,11,-19
CCOC(=O)CCC(NC(=O)C(CCC(=O)O)NC(=O)OCc1ccccc1)C(=O)OCC (stereo not given),0,-13,-6,0,26,-2
OC1CCCC2CCCCC12 (stereo not given),-16,-29,-2,-9,-3,-1
Cc1cc(C)nc(NS(=O)(=O)c2ccc(Nc3c4ccccc4nc4c(C(=O)Nc5ccc(S(=O)(=O)Nc6cc(C)on6)cc5)cccc34)cc2)n1,11,32,18,39,29,32
O=C1CCC(=O)N1CCC1=NCCc2cc(OCc3ccccc3)ccc21,-14,-16,11,-19,-6,-10
CC(=O)c1ccc(NC(=O)/C(CC(=O)c2sc(-c3cccnc3)nc2C)=N/NC(N)=O)cc1,0,6,-12,2,-27,-17
OCc1ccccc1CC(O)c1ccccc1 (stereo not given),0,-5,-17,-59,-24,-20
CC(C)=CN=Cc1nc(Cc2ccccc2)oc1O,-12,-4,-6,0,6,-4
Cc1ccc(S(=O)(=O)NC(=O)c2ncn(C3OC(CO)C(O)C3O)c2N)cc1 (stereo not given),2,15,11,2,-5,13
CNC(=O)CN(CC(N)=O)C(=O)NC,-23,1,-20,-35,-30,-28
Cc1ccccc1N=Nc1ccc(N=Nc2ccc(N)nc2N)c(C)c1,82*,15,62,29,31,10
Cc1ccc(N=Nc2ccc(N)c3ccccc23)c(S(N)(=O)=O)c1,22,71*,2,13,27,45
CCCCCCN1CCc2c(C)c(C#N)c3nc4ccccc4n3c21,19,11,-8,22,-8,-1
Cc1cc(C)c(OCC(=O)O)cc1C,10,17,16,11,29,11
Cc1c(C)c(CC#N)c(C)c(C)c1CC#N,.,.,-15,-7,-10,.
COC(=O)c1ccccc1NC(=O)N(c1ccccc1)c1ccccc1,18,-12,-3,-2,1,14
N#CC(C(=O)CCCC(=O)Nc1cccc([N+](=O)[O-])c1)c1c(Cl)cccc1Cl (stereo not given),7,16,10,-8,29,3
OC1(c2cccnc2)c2ccccc2Oc2ccccc21,-4,-28,7,-8,-12,1
C[Si](C)(C)C1C2CCCCC2C2CCCCC21 (stereo not given),-26,1,9,37,29,1
O=C1CSC(/C(=N/Nc2ccccc2)c2nc3ccccc3[nH]2)=N1,3,-2,-1,-14,-13,-1
O=C1c2cc(Cl)ccc2NC(=NC2CCCC2)C2CSCN12 (stereo not given),-23,-6,-13,17,8,3
Ic1ccc2ccccc2c1,2,-54,-24,-9,-37,-10
CC(=O)N1CCCCC1,-2,-17,1,-12,1,8
CC1CCc2nc(N)nc(CC3CC(=O)NC(=O)C3)c2C1 (stereo not given),-13,-45,-6,-3,-3,-9
CCCCCNC(=O)C1C(=O)N(CCCCC)C(=O)/C1=N\N (stereo not given),31,80*,30,-14,-5,2
N=C(N)Sc1cnc2ccccc2n1,-5,-7,49,12,22,9
C=C1CN(C(=O)c2ccccc2)C(=S)S1,26,14,48,39,27,60
CCCCN(CCCC)S(=O)(=O)N1CCOCC1,10,9,-10,3,-12,3
CC1(C)CC(=O)C2=C(C1)NC1=C(C2)C(=O)CC(C)(C)C1,8,20,-6,13,-15,-22
Cc1ccc(Nc2ccc(O)c3c2C(=O)c2c(O)ccc(Nc4ccc(C)cc4)c2C3=O)cc1,-4,72*,7,17,10,13
CC1CCC2C(C)C(=O)OCC12 (stereo not given),9,21,4,8,11,8
CC(=O)Oc1ccc(C2SCc3nc4ccccc4n32)cc1 (stereo not given),9,10,-8,-13,5,14
O=S(=O)(c1ccc(O)c(F)c1)c1ccc(O)c(F)c1,-13,-3,-2,-8,-13,-8
CN(c1ccccc1)c1nc(Cl)c(Cl)c(Cl)n1,2,-40,-12,-4,0,7
Nc1cc2c(c[n+](CCCCCCCCCC[n+]3cc4c5ccccc5c(N)cc4c4ccccc43)c3ccccc23)c2ccccc12,81*,88*,92*,84*,88*,85*
O=C(Nc1ccccc1F)c1ccc([N+](=O)[O-])cc1,17,-2,37,24,0,34
O=C(COC(=O)c1cc(O)c(O)c(O)c1)c1ccc(-c2ccccc2)cc1,59,1,30,40,46,61
COC(=O)C(C)OC(=O)OCC(C)C (stereo not given),-3,-3,-2,-12,-11,0
O=P1(O)c2ccccc2CS(=O)(=O)Cc2ccccc21,-20,-13,-11,-43,21,-24
O=C(/C=C/c1ccco1)c1ccc(O)c(C(=O)O)c1,-27,-39,-1,-3,-8,-1
CC/C=C\CCCCC,-11,0,-14,5,0,-13
Cc1cc(NC(=O)Nc2ccccc2)no1,-18,-72,-3,-12,-11,-10
CC(=O)/C(=C\N1CCNC1=S)C(=O)Nc1ccccc1,9,7,-3,-14,-11,-18
CCC1=C[C@H]2CN(CCc3c([nH]c4ccccc34)[C@@](C(=O)OC)(c3cc4c(cc3OC)N(C)[C@H]3C(C(=O)OC)=C[C@]5(CC)C=CCN6CC[C@]43[C@@H]65)C2)C1,-1,-14,-14,-19,-15,-5
O=C(O)CCC(=O)c1ccc2c(c1)CCCC2,21,-24,42,78*,72*,77*
CCCC(C)(CCC)OC(=O)Nc1cccc2ccccc12,7,-11,-4,15,-3,-4
Cc1nc(Cc2ccc(O)c(O)c2)c(C)o1,-18,-17,14,8,7,4
O/N=C1\CCCC\C1=C/c1ccccc1,-22,-16,-4,2,10,-6
[N-]=[N+]=Nc1ccccc1C(=O)NCCNC(=O)c1ccccc1N=[N+]=[N-],3,7,-32,7,-7,2
O=C(Cc1ccccc1)NN1C(=O)C(Cl)C1c1ccccc1 (stereo not given),-5,5,15,-2,-10,-12
O=c1[nH]n(-c2ccccc2)c(=O)cc1Cl,4,0,2,2,-1,-4
CCN(CC)CCOc1cc(C)cc2ccccc12,-11,-20,23,23,6,9
NC(CC(=O)O)c1ccc(Cl)cc1 (stereo not given),0,-8,-23,7,-22,-14
CCC1(c2ccccn2)NC(=O)NC1=O (stereo not given),-6,-11,-34,-27,-10,-3
CCN(CC)C(=S)Nc1ccc(-c2cc3ccc(O)cc3oc2=O)cc1,18,33,12,6,-7,-5
CC(=O)OCc1cc2ccccc2nc1C(Br)(Br)Br,95*,97*,96*,97*,96*,97*
O=C(c1ccccc1)C1(c2ccccc2)CCCCC1,0,-11,16,33,20,20
CCOC(=O)C(CCc1ccccc1[N+](=O)[O-])C(=O)OCC,62,-14,-3,41,21,6
CCn1c2ccccc2c2cc([N+](=O)[O-])ccc21,6,-51,-1,5,10,0

# Continued:
SMILES,yeast bub3,cln2 rad14,mec2-1,yeast mlh1 rad18,rad50,sgs1 mgt1
Cc1cc(Cl)c(Cl)cc1NC(=O)c1ccccc1Cl,9,-9,-11,-5,2,4
O=S(=O)(O)c1ccc2c(-c3ccccc3)c3ccccc3c(-c3ccccc3)c2c1,-4,-7,7,16,23,4
CC(=O)[C@]1(O)Cc2c(O)c3c(c(O)c2[C@@H](OC2CC(N)C(O)C(C)O2)C1)C(=O)c1c(OCc2ccccc2)cccc1C3=O (stereo not given in full),17,-2,12,.,73*,10
C=CCc1cc(OC)c2c(c1)C(OC)CC(c1ccc(OC)c(OC)c1)O2 (stereo not given),-13,13,-34,-18,-4,-6
O=S1(=O)OCCCO1,10,-15,-1,26,7,10
O=[N+]([O-])c1ccc(Oc2ccc3ccccc3c2)c([N+](=O)[O-])c1,-10,-56,-18,-14,-1,2
Clc1nc(Cl)nc(Nc2ncccn2)n1,-4,-22,3,17,5,-6
C=CC(=O)C(C(=O)OCC)=P(c1ccccc1)(c1ccccc1)c1ccccc1,21,36,44,56,38,49
CN(CCOC(=O)Nc1ccccc1)N=O,8,-15,-9,-3,9,1
Cc1cc2oc(=O)[nH]c(=S)c2c(C)c1C,-59,2,-19,-37,-48,-35
CCCCCCC(=O)O,0,-30,-16,10,1,-5
CC12CCCC=C1C(C)(C)C(O)CC2 (stereo not given),-27,7,2,1,3,3
CCCOc1cc2c(cc1C(C)c1ccc(OCC)c(C)c1)OCO2 (stereo not given),-4,-94,1,-5,-2,-9
Cc1cc(OCCO)cc(C)c1Cl,-10,2,-66,-12,-21,-16
COc1ccc(C(C)c2cc3c(cc2OCC(C)=O)OCO3)cc1 (stereo not given),-26,-49,-15,11,-11,10
COc1cccc(C=Nc2ccc(I)cc2)c1O.COc1cccc(C=Nc2ccc(I)cc2)c1O.[Co],52,21,12,19,29,30
CC(C)(C)OC(=O)NCS(=O)(=O)N(Cc1ccccc1)Cc1ccccc1,79*,83*,89*,90*,92*,52
COc1ccccc1C1OC2=C(Nc3ccc(Cl)cc3N2)C1=O (stereo not given),-24,-7,-18,-3,-6,-18
CCN1C(=O)C(N=[N+]=[N-])(c2ccccc2)C(=O)c2ccccc21 (stereo not given),2,7,-8,1,10,-17
N#C/C(C(=S)NCc1ccccc1)=C(/N)N1CCCC1,13,4,3,23,14,-9
CC(C)c1ccc(/C=C/C(=O)c2ccc(F)cc2)cc1,5,10,14,18,15,16
CN(/N=C/c1ccc(O)c(/C=N/N(C)c2ccccn2)n1)c1ccccn1,-3,-12,8,8,-9,-3
O=C1c2ccccc2C(=O)N1CN1CCC(CCCC2CCN(CN3C(=O)c4ccccc4C3=O)CC2)CC1,-48,-11,-34,-45,-59,-36
C/C(CC(O)(C(F)(F)Cl)C(F)(F)Cl)=N\Nc1ccccc1,-1,28,15,18,28,7
CCOC(=O)CNC(=O)C(Cc1ccccc1)NC(=O)c1ccccc1NC(=O)c1ccccc1 (stereo not given),1,13,21,22,29,4
COc1ccc(N=Nc2c(O)n(-c3ccc(Br)cc3)c(=S)n(-c3ccc(OC)cc3)c2=O)cc1,2,-12,19,23,48,45
CCOC(=O)c1c2c(nc3c1CCCC3)CCCC2,7,-1,3,-25,3,-2
CC(C)(C)NCCO,-22,7,-25,-13,-7,-3
O=C(Cc1ccc(Cl)cc1)NCCc1ccccc1,18,33,-15,7,-1,-5
O=C(CCC(NC(=O)OCc1ccccc1)C(=O)OCc1ccccc1)Nc1cccc(OCc2ccccc2)c1 (stereo not given),-20,-24,-18,-27,-16,-1
COc1ccc(CCC(C)(O)c2ccccc2)cc1 (stereo not given),42,-1,-1,-3,12,11
CC1(C)C(=O)CC[C@]2(C)[C@H]3C(=O)C=C4[C@H]5C[C@@](C)(C(=O)O)CC[C@]5(C)CC[C@@]4(C)[C@]3(C)CC[C@@H]12,0,-16,-6,-1,-5,-4
NC(=S)N/N=C\c1nccc2c(N)cccc12,75*,36,77*,68,61,74*
COc1ccc(-c2ccccc2)cc1C(=O)c1ccc(-c2ccccc2)cc1,-45,5,-58,-46,-32,-9
CC1CCC2OC23C(=O)C2OC2C(C(C)(C)O)C13C (stereo not given),6,2,-2,13,-3,-11
Cc1cccc[n+]1CCC(N)=O,-16,6,-27,-6,-7,-2
CN(c1ccccc1)c1ccc([N+](=O)[O-])cc1[N+](=O)[O-],1,3,-1,-12,7,-8
COc1ccccc1NC(=O)C(/C=N/C(=S)NNC(C)=O)=C(/C)O,-13,-6,-16,2,1,-27
CNC(=O)c1n[nH]nc1Sc1c([N+](=O)[O-])ncn1C,-21,-34,-43,-29,-39,-34
CC1(C(C)(O)c2ccc(F)cc2)CC1 (stereo not given),-6,16,-18,-7,5,1
